PP5 inh = inhibitors of human protein phosphatase 5 (PP5); AID 1987; inhibition, % at 6.7 µM; 320,000 tested, 0.18% active; purified PP5c, OMFP substrate fluorescence; P53041;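 active means inhibition above the campaign's mean inhibition across all tested compounds plus 3 SD, cut at about 9.5% in these data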;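 further: 0% = DMSO only and 100% = 100 µM cantharidin control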
Target sequence (P53041 whole entry, looked up): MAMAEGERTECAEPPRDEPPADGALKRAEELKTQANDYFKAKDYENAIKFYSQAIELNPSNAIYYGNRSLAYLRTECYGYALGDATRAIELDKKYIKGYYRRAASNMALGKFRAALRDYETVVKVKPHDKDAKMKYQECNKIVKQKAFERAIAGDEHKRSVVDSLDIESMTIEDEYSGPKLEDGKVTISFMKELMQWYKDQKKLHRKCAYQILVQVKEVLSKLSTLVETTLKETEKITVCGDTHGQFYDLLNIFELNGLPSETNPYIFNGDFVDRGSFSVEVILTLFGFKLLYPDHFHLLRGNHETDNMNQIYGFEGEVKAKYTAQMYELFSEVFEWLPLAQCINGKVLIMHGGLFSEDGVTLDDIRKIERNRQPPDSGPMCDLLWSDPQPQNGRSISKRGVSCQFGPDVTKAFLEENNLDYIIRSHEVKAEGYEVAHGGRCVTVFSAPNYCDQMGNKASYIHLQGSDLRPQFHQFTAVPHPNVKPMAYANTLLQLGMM
TPT1 inh = inhibitors of Candida albicans tRNA 2'-phosphotransferase TPT1 | recombinant caTPT1, FP RNA substrate dephosphorylation | inhibition, % at 5 µM | 300,000 tested, 0.81% active | AID 1962;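 active means inhibition above the mean of all tested compounds plus 3 SD, set per screening campaign, cut at about 24% in these data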;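 further: plate controls were DMSO alone for no effect and ferristatin control at 100 nM for full effect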
EBNA-1 inh = blocks EBNA-1 binding to DNA | inhibition, % at 14.8 µM | AID 1950 | 300,000 tested, 0.34% active | EBNA-1 DNA binding, fluorescence polarization; in the data active means inhibition above about 28%
CTSL1 counter = blocks F. hepatica cathepsin L1 in PFM18AAP counter-screen. recombinant F. hepatica cathepsin L1, Z-Leu-Arg-MCA fluorescence. inhibition, % at 5.96 µM. 300,000 tested, 0.49% active. AID 1906;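 active means inhibition above the mean of all tested compounds plus 3 SD, set per screening campaign, cut at about 17% in these data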;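 further: 0% = plate median of test compound wells and 100% = 1 µM Z-Phe-Ala-diazomethylketone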
Efflux pump inh = antifungal efflux pump inhibition, Nile Red retention | S. cerevisiae Candida pump triplex | inhibition, % at 10 µM | 330,000 tested, 0.44% active;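 active means plate passing quality check with inhibition over a set limit, or well fluorescence over plate mean plus 4 SD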;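 further: Nile Red retained in pooled yeast measured as flow cytometry median fluorescence; 0% = buffer negative control and 100% = Enniatin B positive control; higher means more Nile Red kept so more efflux inhibition; some compounds called inactive have numbers as strong as hits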
ZTA DNA inh = blocks Epstein-Barr virus ZTA, an EBNA-1 counter-screen | P03206 | ZTA-DNA binding, fluorescence polarization | inhibition, % at 11 µM | 320,000 tested, 0.15% active; in the data active means inhibition above about 33%
Target sequence (P03206 whole entry, looked up): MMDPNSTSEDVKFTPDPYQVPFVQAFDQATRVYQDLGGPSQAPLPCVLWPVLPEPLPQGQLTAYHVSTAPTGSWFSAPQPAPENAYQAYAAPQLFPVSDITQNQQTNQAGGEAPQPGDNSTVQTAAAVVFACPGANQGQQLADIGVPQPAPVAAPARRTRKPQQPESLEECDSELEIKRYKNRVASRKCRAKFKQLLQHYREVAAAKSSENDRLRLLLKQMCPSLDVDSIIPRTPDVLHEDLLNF
PREPL inh = inhibits the human prolyl oligopeptidase-like enzyme; Q4J6C6; recombinant PREPL, fluorescence polarization activity-based probe; inhibition, % at 5.96 µM; 320,000 tested, 0.68% active; AID 2751; in the data active means inhibition above about 43%;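 further: 0% = enzyme with DMSO and 100% = wells lacking enzyme; many of its hits are not listed in these tables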
core dimer inh = blocks dimerization of HCV core protein; TR-FRET GST/Flag-core106 dimerization, 1536-well; 300,000 tested, 0.33% active; AID 1899; inhibition, % at 5 µM;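 active means inhibition above the mean of all tested compounds plus 3 SD, set per screening campaign, cut at about 45% in these data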
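Material: Tagged HCV core106 pair (GST and Flag) | Amount: GST-core106 13.5 nM, Flag-core106 17 nM | Medium: KF-containing HEPES buffer, pH 7.45, DTT, CHAPS, BSA | Reagent: Eu donor and XL665 acceptor anti-tag antibodies | Schedule: 4 h at 22.5 °C | Technique: Time-resolved FRET, ex 340 nm, em 617 and 671 nm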
PP1 counter = counter-screen for PP5 inhibitors: inhibitors of human PP1-alpha; 320,000 tested, 0.9% active; inhibition, % at 6.7 µM; P62136; purified PP1alpha, OMFP fluorescence; AID 2235;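 active means inhibition above the mean inhibition of all tested compounds plus 3 SD, computed separately for each screening campaign, cut at about 15% in these data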
Target sequence (P62136 whole entry, looked up): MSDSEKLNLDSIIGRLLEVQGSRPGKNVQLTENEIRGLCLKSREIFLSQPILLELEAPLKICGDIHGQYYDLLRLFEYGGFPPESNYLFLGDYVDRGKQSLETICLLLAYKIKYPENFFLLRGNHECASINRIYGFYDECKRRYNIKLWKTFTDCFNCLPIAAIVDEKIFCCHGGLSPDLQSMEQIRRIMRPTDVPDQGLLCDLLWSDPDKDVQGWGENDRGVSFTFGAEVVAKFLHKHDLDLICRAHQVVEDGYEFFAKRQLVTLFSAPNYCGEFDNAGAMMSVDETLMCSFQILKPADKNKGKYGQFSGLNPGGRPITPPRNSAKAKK
Starred values were filed as active, the others as inactive; · = no result given.

SMILES	PP5 inh	TPT1 inh	EBNA-1 inh	CTSL1 counter	Efflux pump inh	ZTA DNA inh	PREPL inh	core dimer inh	PP1 counter
O=C(/C=C/c1ccc(Cl)cc1Cl)Nc1ccncc1	4.1	6	9	-3	0.1	-1	-23	2	8
Cc1nnc(NC(=O)c2ccc3c(c2)C(=O)N(CCC(C)C)C3=O)s1	-1.9	1	6	-3	0.1	3	6	0	-2
Cn1c(CSc2nc3ccccc3s2)n[nH]c1=S	-0.7	-7	1	8	-0.2	4	4	-6	-2
CCOC(=O)Nc1ccc(C)cc1Br	1.4	4	-7	0	0.1	-8	2	-7	-1
C/C(=N\Nc1nccnc1Cl)c1ccc(O)c(C)c1	0.2	0	-7	-2	0.7	-16	0	-1	1
Cc1cccc(C)c1OCC(=O)Nc1cccc(-c2nnc(-c3ccccc3)o2)c1	4.0	-2	-3	0	0.0	-9	-19	-6	8
Cc1ccc(NC(=O)COc2ccc(-n3cnnn3)cc2)cc1C	0.5	0	6	-3	-0.2	13	6	18	1
CN(Cc1ccon1)C(=O)CCc1nnc(CCCCc2ccccc2)o1	0.9	-3	12	4	0.0	-4	21	-2	-2
COc1ccc(N=C(C)C2=C(O)CSC2=O)cc1	-0.8	-1	2	1	-0.1	-14	19	-2	1
COc1ccc(C(=O)/C=C/Nc2cc(C)on2)c(OC)c1	-0.2	-2	13	5	0.0	16	11	5	-3
Cc1cc([N+](=O)[O-])ccc1N(C)C	1.0	-2	5	-3	0.1	8	-4	-1	-4
CC(NC(=O)Nc1ccccc1F)C(C)(C)C (centres undefined)	-2.7	-2	12	-3	-0.2	-3	-1	2	-4
COCCNC(=O)c1nn2cccnc2c1Cl	-0.9	2	-1	3	-0.1	4	-2	0	-1
C/C(=N\NC(=O)COc1ccc(C(C)(C)C)cc1)c1ccccc1	2.9	2	4	2	-0.1	18	5	10	1
CC(=O)c1sc(NC(=O)c2ccccc2C)nc1C	0.4	-5	6	1	-0.2	3	0	1	-1
Cc1c(Cl)c([N+](=O)[O-])nn1CCCC(=O)Nc1c(Cl)cccc1Cl	0.1	1	-2	-2	0.2	-1	26	-13	1
CC(C)NC(=O)CSc1nnc(-c2ccc(F)cc2)c2ccccc12	-3.2	-1	5	-1	-0.1	16	-3	11	-2
CN1C(=O)c2ccccc2C(O)c2ccccc21 (centres undefined)	0.6	-1	8	-6	-0.2	-5	18	-6	1
Cc1nn(-c2ccccc2)c(Cl)c1C(=O)OCC(=O)N(C)c1c(N)n(Cc2ccccc2)c(=O)[nH]c1=O	0.3	1	-8	0	-0.1	-22	6	-5	-1
COc1ccccc1-n1nc(C(=O)Nc2ccc3c(c2)OCO3)c2ccccc2c1=O	0.8	0	7	6	-0.1	-2	6	20	-1
COc1cc(/C=C/C(=O)Nc2ccncc2)cc(OC)c1OC	0.9	2	11	6	0.3	10	2	-7	-1
CCc1ccc(NC(=O)CSc2nnc(CNC(=O)c3cccs3)o2)cc1	-0.3	0	-2	7	-0.2	10	-19	3	-4
O=C(CSc1nnc(Nc2ccccc2)s1)Nc1cccc(S(=O)(=O)N2CCCCC2)c1	1.6	0	21	6	0.1	1	3	15	3
COc1cc(NC(=O)c2ccnnc2)cc(C(=O)Nc2cccc(C(F)(F)F)c2)c1	2.1	-1	5	-2	0.0	1	0	6	-1
CCCC1(C(=O)OCC)NC(c2ccc(N(C)C)cc2)C2C(=O)N(c3ccc(OCC)cc3)C(=O)C21 (centres undefined)	-0.1	-2	-11	2	-0.1	-15	13	5	2

Gathered by group, the entries above with an aryl methoxy group (5)
SMILES	PP5 inh	TPT1 inh	EBNA-1 inh	CTSL1 counter	Efflux pump inh	ZTA DNA inh	PREPL inh	core dimer inh	PP1 counter
COc1ccc(N=C(C)C2=C(O)CSC2=O)cc1	-0.8	-1	2	1	-0.1	-14	19	-2	1
COc1ccc(C(=O)/C=C/Nc2cc(C)on2)c(OC)c1	-0.2	-2	13	5	0.0	16	11	5	-3
COc1ccccc1-n1nc(C(=O)Nc2ccc3c(c2)OCO3)c2ccccc2c1=O	0.8	0	7	6	-0.1	-2	6	20	-1
COc1cc(/C=C/C(=O)Nc2ccncc2)cc(OC)c1OC	0.9	2	11	6	0.3	10	2	-7	-1
COc1cc(NC(=O)c2ccnnc2)cc(C(=O)Nc2cccc(C(F)(F)F)c2)c1	2.1	-1	5	-2	0.0	1	0	6	-1

Remaining list, next part.
SMILES	PP5 inh	TPT1 inh	EBNA-1 inh	CTSL1 counter	Efflux pump inh	ZTA DNA inh	PREPL inh	core dimer inh	PP1 counter
COc1ccc(S(=O)(=O)N2CCN(C(=O)NC3CCCCC3)CC2)cc1	0.9	-1	-10	0	-0.1	-12	4	-3	-5
O=C(C1=C(O)C(=O)N(CCc2ccccc2)C1c1cccs1)c1ccco1 (centres undefined)	3.6	0	-13	0	0.1	3	-5	12	10
CCCN(Cc1nc(-c2ccc(Cl)cc2)no1)CC1CCCO1 (centres undefined)	-1.4	0	4	0	0.1	6	6	2	-3
CC(C)c1c(C(=O)N/N=C/c2ccc(Cl)cc2Cl)nnn1-c1nonc1N	5.3	-1	-6	-3	0.1	-12	-7	8	0
CC1=CC(C)(C)Nc2ccc(C)cc21	0.9	-4	-10	-2	-0.1	1	-2	-6	-2
NC(=O)c1ccsc1NC(=O)COc1ccccc1	5.6	-4	-8	1	0.1	7	12	7	0
CCCCn1c(-c2ccco2)nc2ccccc2c1=O	2.1	-5	-16	2	0.1	9	1	-2	-2
CCOc1ccc(OCC)c(NC(=O)CNS(=O)(=O)c2cccs2)c1	3.4	8	-12	-5	0.1	3	-5	1	0
CCC(NC(=O)c1cc(COc2cncc(Cl)c2)on1)c1ccncc1 (centres undefined)	-0.4	-3	-2	0	-0.5	-2	-2	2	-4
CCc1cc2cc(C)ccc2nc1SCC(=O)N1CCN(C(=O)c2ccco2)CC1	-0.1	-1	-2	-1	0.4	7	0	21	3
CCc1nnc(NC(=O)C2Cc3ccccc3CN2S(=O)(=O)c2c(C)c(C)cc(C)c2C)s1 (centres undefined)	4.0	1	6	1	0.3	-2	1	18	17*
N/C(=N\OC(=O)Cc1ccccc1)c1ccc(Br)cc1	0.8	-3	6	-9	0.0	-9	-9	-3	-3
O=C(CSc1ccc(Cl)cc1)N/N=C/c1ccc([N+](=O)[O-])o1	3.2	2	-11	0	-0.2	-21	3	-7	2
CCCN(CCC)S(=O)(=O)c1cc(CN2C(=O)c3cccnc3C2=O)ccc1OC	-0.8	-2	-3	-6	0.0	-6	-6	7	-3
CCCCn1c(-c2ccco2)nc2oc3ccccc3c(=O)c2c1=O	2.0	-1	12	0	0.0	-15	-1	9	-2
CCC(CC)c1nnc(NC(=O)C2CCCO2)s1 (centres undefined)	-0.5	-3	-6	8	-0.1	-15	17	2	4
Cc1ccc(S(=O)(=O)NCCOc2nc(N(C)C)nc(N(C)C)n2)cc1	1.1	-1	-19	-1	0.0	-7	12	3	-2
CC(=O)NCCCC(=O)NNC1CC(=O)N(c2cccc(Cl)c2)C1=O (centres undefined)	1.2	-1	3	3	0.1	-16	6	1	-5
O=C(Nc1ccc2c(c1)OCO2)c1ccccc1	-5.6	1	-22	1	0.4	-23	10	-4	2
Cc1ccc(N=C2NC(=O)/C(=C/c3cccn3C)S2)cc1	-0.3	23	2	1	0.1	-2	15	1	-1
Cc1ccc(S(=O)(=O)Nc2ccccc2C(=O)N2CCCCC2C)c(C)c1NS(C)(=O)=O (centres undefined)	1.1	-1	-9	2	1.1	-12	2	-19	-2
CCOC(=O)C1=C(CSc2n[nH]c(N)n2)NC(=O)NC1C (centres undefined)	-3.3	0	7	2	0.0	4	4	1	-1
O=C(CN(C(=O)CCC(=O)Nc1nccs1)c1ccc2c(c1)OCCO2)NCc1ccco1	0.4	0	3	1	0.0	8	5	-1	-3
CCOC(=O)N1CCC(NC(=O)c2ccc(CS(=O)c3ccc(Cl)cc3)o2)CC1 (centres undefined)	-0.3	-2	0	0	-0.2	-3	0	-1	-3
CNC(=O)c1cnc(-c2ccccc2)nc1-c1ccccc1	2.7	-3	1	-1	-0.2	7	-1	6	-4
SMILES	PP5 inh	TPT1 inh	EBNA-1 inh	CTSL1 counter	Efflux pump inh	ZTA DNA inh	PREPL inh	core dimer inh	PP1 counter
COc1ccc(N(CCC(=O)NCCc2ccccc2)S(=O)(=O)c2ccc(C)cc2C)cc1	-1.9	·	·	·	0.2	4	5	·	2
Cc1ccc(-c2ccc(/C=N\NC(=O)C3C(=O)NCC3c3ccccc3)o2)cc1Cl (centres undefined)	2.1	-1	-3	3	0.1	5	7	7	3
COCC1CCCCN1C(=O)c1cc(COc2ccc3ncccc3c2)on1 (centres undefined)	1.4	0	-13	-4	-0.2	15	7	-3	-8
Cn1c(SCC(=O)N=Nc2c(O)[nH]c3ccccc23)nc2ccccc21	1.0	-5	-15	0	0.0	-2	-1	-8	0
O=C(Nc1cccc(NC(=O)c2nccc3ccccc23)c1)c1ccco1	4.3	1	-6	-7	0.2	3	-1	-2	-8
O=C(/C=C/c1ccccn1)c1cc(Br)ccc1O	-1.9	-5	-6	-5	0.0	-5	-9	-3	-7
Cc1ccc(-c2nc3ncccc3o2)cc1NC(=O)c1ccc([N+](=O)[O-])o1	-0.6	-5	3	10	0.0	11	0	-5	1
COc1cccc(CCc2nnc(CCC(=O)N3CCN(Cc4ccccn4)CC3)o2)c1	-0.2	-5	4	0	-0.1	10	23	0	-7
O=C(NCc1ccco1)C(c1ccco1)N(Cc1cccs1)C(=O)Cn1nnc2ccccc21 (centres undefined)	4.3	-4	-2	-3	0.1	-2	-11	6	0
CCN(CC)S(=O)(=O)c1ccc(N2CCCC2)c(C(=O)Nc2ccc(OC)c(Cl)c2)c1	4.8	1	-5	-1	0.1	-4	-5	9	3
CC(C)(C)c1ccc(NC(=O)COC(=O)CCN2C(=O)c3cccc([N+](=O)[O-])c3C2=O)cc1	3.5	2	3	-2	0.0	-5	7	-4	1
Cn1c(=O)c2c(SCC(=O)NCC3CCCO3)nc(CC(C)(C)C)nc2n(C)c1=O (centres undefined)	1.2	-2	-7	2	0.2	-9	3	8	-2
CCc1c(C)nn(C(=O)/C(C#N)=C\N(C)C)c1C	-1.0	-2	-8	-3	-0.1	-8	19	-4	-3
COc1ccc(CCC(=O)NNC(=O)c2cc(Cl)ccc2OC)cc1	2.3	-1	-1	-1	0.3	11	-6	4	-2
O=C(C1CCCN(S(=O)(=O)c2cnc[nH]2)C1)N(CCc1ccccc1)Cc1ccccc1 (centres undefined)	0.4	-4	14	1	0.0	5	2	0	-3
Cc1cccc2nc(CSCc3ccco3)cn12	-3.3	-3	-1	-2	-0.1	1	2	4	1
COc1ccccc1OCc1nnc(SCCN2CCOCC2)o1	1.6	1	-8	-2	0.0	-12	11	-4	1
CN(C)c1ccc(C(CNS(=O)(=O)c2cccc([N+](=O)[O-])c2)N2CCOCC2)cc1 (centres undefined)	-2.9	-3	2	2	0.0	-13	1	-5	-3
COc1ccc(S(=O)(=O)N2CCN(C(=S)NCC3CCCO3)CC2)cc1OC (centres undefined)	2.0	1	6	-1	-0.1	8	0	-3	-4
C=CCNC(=O)c1oc2ccc(S(=O)(=O)N3CCC4(CC3)OCCO4)cc2c1C	-3.8	-1	4	-3	0.0	-5	8	-2	-3
Cc1nc2ccc(NC(=O)/C=C/C(=O)O)cc2nc1C	-2.7	1	-13	2	0.3	-5	12	5	-9
CCS(=O)(=O)N1CCN(C(=O)c2ccc(-c3ccccc3)cc2)CC1	-1.2	-4	-1	3	0.1	-11	4	4	-1

Not all compounds are listed; rates above refer to the full screens.
